Runt-SMMHC FRET – blocks binding of human RUNX1 Runt domain to CBFb-SMMHC; Q01196+Q13951; Cerulean-Runt/Venus-CBFb-SMMHC FRET ratio 530/480, 1 h; inhibition, % at 20 µM; hit rate 0.74% among 220,000;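 active = mean inhibition across duplicate retests at 20 µM reaching about 50%, limit read from the data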;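 note: 0% = DMSO wells and 100% = wells with excess untagged CBFb-SMMHC; inhibitors lower the FRET ratio by blocking Runt binding to CBFb-SMMHC; some results filed as inactive read as strong as hits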
FXIa inh – blocks human coagulation factor XIa protease activity; inhibition, % at 5 µM; hit rate 0.14% among 220,000; AID 798; P03951; purified FXIa, Boc-Glu-Ala-Arg-AMC fluorogenic substrate;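 active = inhibition of at least 40%; inactive = inhibition below 40%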;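 note: fluorescence of freed AMC excited at 355 nm; 0% = enzyme without compound and 100% = no enzyme blank; many of its hits are not listed in these tables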
14-3-3 Bad PPI – disrupts binding of bovine 14-3-3 zeta to phospho-Bad peptide; TR-FRET 14-3-3zeta/Dy647-pBad peptide displacement, 1 h; hit rate 0.71% among 220,000; AID 781; inhibition, % at 21.7 µM;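 active = inhibition above about 70%, limit read from the data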;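 note: 0% = full 14-3-3 plus peptide FRET controls and 100% = background without 14-3-3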
Target sequence (P63103 whole entry, looked up): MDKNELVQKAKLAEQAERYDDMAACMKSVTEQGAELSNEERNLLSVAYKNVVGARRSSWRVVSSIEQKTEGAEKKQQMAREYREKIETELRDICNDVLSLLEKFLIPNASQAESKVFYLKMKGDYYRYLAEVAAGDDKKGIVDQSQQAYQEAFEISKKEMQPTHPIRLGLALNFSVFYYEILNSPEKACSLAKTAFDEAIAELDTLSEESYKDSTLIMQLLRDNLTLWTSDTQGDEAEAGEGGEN
thrombin 1536 – inhibitors of human thrombin; AID 1046; inhibition, % at 5 µM; P00734; alpha-thrombin, Boc-VPR-AMC fluorogenic substrate cleavage; hit rate 0.26% among 220,000;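 active = inhibition at or above 40%; inactive = inhibition below 40%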;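 note: 0% = enzyme with no compound and 100% = wells without enzyme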
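Material: human alpha-thrombin protein; Also added: Boc-VPR-AMC substrate, 15 µM final; Timing: enzyme reaction carried out at room temperature; Signal: fluorescence, ex 355 nm, em 460 nm; Measure: % inhibition of thrombin; Controls: enzyme without compound as high, wells lacking enzyme as low.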
Runt-CBFb FRET – inhibitors of human RUNX1 Runt domain binding to CBFb. Q01196+Q13951. Cerulean-Runt/Venus-CBFb FRET ratio 530/480, 1 h. inhibition, % at 20 µM. hit rate 0.46% among 220,000;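 active = inhibition over about 50% at 20 µM in the single-dose screen, limit read from the data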;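 note: 0% = DMSO wells and 100% = excess unlabeled CBFb competitor control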
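Measured by: fluorescence energy transfer, 422 nm excitation, 530/480 nm emission; Assay system: Cerulean-Runt domain; Medium: Tris pH 7.5 buffer with BSA; Measure: loss of energy transfer signal; Controls: 5 µM unlabeled CBFb as full-inhibition high control; Incubation: protein complex preformed 1 h, compound exposure 1 h, room temperature, dark.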
Wee1 stabilizer – inhibitors of human Wee1 degradation; reporter increase, % at 5 µM; hit rate 1.2% among 220,000; P30291; AID 1321; HeLa Luc-Wee1K328M stability, luciferase luminescence; 100% = proteasome inhibitor MG132 effect;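 active = activation above the mean of all tested compounds plus 3 SD, set per screening run, cut at about 8.8% in these data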;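 note: cells exposed to compound for 20 h before luminescence read; 0% = DMSO alone and 100% = MG132 at 30 µM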
Hck Nef HTS – inhibitors of human Hck kinase activated by Nef; Recombinant Hck-YEEI plus Nef, Z-Lyte FRET kinase assay; inhibition, % at 20 µM; hit rate 0.68% among 220,000; AID 463187;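 active = Hck-Nef kinase inhibition above about 50%, limit read from the data; inactive = inhibition below that limit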;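 note: 0% = DMSO with Hck plus Nef and 100% = Hck alone without Nef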
Target sequence (P08631 whole entry, looked up): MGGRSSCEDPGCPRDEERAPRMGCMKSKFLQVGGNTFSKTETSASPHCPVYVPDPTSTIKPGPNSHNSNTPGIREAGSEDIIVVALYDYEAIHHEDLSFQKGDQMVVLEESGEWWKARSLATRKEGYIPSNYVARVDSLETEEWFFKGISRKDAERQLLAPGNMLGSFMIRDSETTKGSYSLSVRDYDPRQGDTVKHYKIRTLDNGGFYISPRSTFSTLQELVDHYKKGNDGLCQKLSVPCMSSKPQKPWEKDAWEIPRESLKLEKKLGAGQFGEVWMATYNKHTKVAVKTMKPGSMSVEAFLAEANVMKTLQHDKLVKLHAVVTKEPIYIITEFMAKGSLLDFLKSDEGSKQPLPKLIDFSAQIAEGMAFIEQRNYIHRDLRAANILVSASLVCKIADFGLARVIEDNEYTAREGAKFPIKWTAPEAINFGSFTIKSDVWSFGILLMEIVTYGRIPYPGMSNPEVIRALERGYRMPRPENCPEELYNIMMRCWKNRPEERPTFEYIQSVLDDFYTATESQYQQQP
hK5 inh – blocks human kallikrein 5 protease activity | Q9Y337 | recombinant hK5, fluorogenic AMC substrate cleavage | inhibition, % at 5 µM | hit rate 0.59% among 210,000;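 active = inhibition of 40% or more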;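 note: 0% = enzyme controls without compound and 100% = no-enzyme blanks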
Target sequence (Q9Y337 67-293 limits assumed): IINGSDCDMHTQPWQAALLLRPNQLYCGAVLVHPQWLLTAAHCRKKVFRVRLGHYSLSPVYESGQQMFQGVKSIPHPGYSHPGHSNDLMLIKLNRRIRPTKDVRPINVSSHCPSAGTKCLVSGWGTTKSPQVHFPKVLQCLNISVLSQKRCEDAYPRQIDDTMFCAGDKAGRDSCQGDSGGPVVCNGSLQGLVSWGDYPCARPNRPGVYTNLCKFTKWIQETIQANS
FXIIa inh 1536 – inhibitors of human coagulation factor XIIa; P00748; purified FXIIa, Boc-QGR-AMC fluorogenic substrate, 2 h; inhibition, % at 5 µM; hit rate 0.3% among 220,000; AID 800; in the data active = inhibition above about 40%;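 note: 0% = enzyme with no compound and 100% = blank without enzyme; many of its hits are not listed in these tables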
* hit, by the source's call; . = not tested or not shown; [ ] = dose if it differs, or a comment.

SMILES	Runt-SMMHC FRET	FXIa inh	14-3-3 Bad PPI	thrombin 1536	Runt-CBFb FRET	Wee1 stabilizer	Hck Nef HTS	hK5 inh	FXIIa inh 1536
COc1ccccc1Sc1ccccc1/C=N/NC(N)=O	-4	4	-2	.	-2	1	25	5	11
COc1ccc([N+](=O)[O-])cc1NC(=O)CSc1ncccn1	-1	-1	2	1	2	-2	-11	-5	3
C/C(=N\NC(=O)Cn1ccc(C(F)(F)F)n1)c1ccc(N2CCOCC2)cc1	-5	-1	5	-1	2	-2	20	2	7
COc1cccc(CC2(CO)CCCN(C(=O)c3cc[n+]([O-])cc3)C2)c1 (stereo not drawn)	-5	2	-13	-1	-1	-1	7	.	9
OCc1cn(-c2ccccc2)nc1-c1ccco1	3	-1	1	-1	9	1	0	-3	3
Cc1ccc(-n2c(=O)[nH]cc(C(=O)Nc3ccc4c(c3)OCCO4)c2=O)cc1	-9	0	-3	-5	-2	0	0	-7	11
O=C(NCC1CCC(C(=O)O)CC1)OCc1ccccc1 (stereo not drawn)	0	4	5	4	.	-2	1	1	16
O=[N+]([O-])c1ccc2ccn(C3OCC(O)C(O)C3O)c2c1 (stereo not drawn)	2	-4	0	7	2	-1	18	-3	4
CC(C)(C)NC(=O)NC(=O)COC(=O)c1cccc(OC(F)F)c1	-7	-2	-11	-3	0	2	15	0	4
COC(=O)C1=C(C)N(c2ccc(OC)cc2)C(=O)/C1=C\c1cccs1	-6	7	-5	-5	-1	7	2	-20	9
Cc1ccc(S(=O)(=O)N(C)C)cc1NC(=O)CSc1ncc(C(F)(F)F)cc1Cl	-4	-4	-12	-3	-6	3	1	-16	2
CC(=O)CSc1ncnc2sc3c(c12)CCC3	0	0	7	4	0	-2	4	1	14
COc1ccccc1CNC(=O)C(NS(=O)(=O)c1ccc2c(c1)oc(=O)n2C)C(C)C (stereo not drawn)	-2	1	7[fluorescence artefact?]	-2	-1	-2	2	4	6
C=CCNC(=S)NCC=C	-1	-3	-9	-4	1	0	23	-3	4
Cc1nc(-c2nc(C(=O)NNS(C)(=O)=O)cs2)cs1	1	0	-1	-9	-1	3	-2	-7	2
CCOC(=O)c1c(C)n(C)c2cc(-c3ccc(C)cc3)c(O)cc12	7	-5	-2	-9	3	5	3	8	-1
CCCS(=O)(=O)N1CCC(C(=O)NCCCN2CCCC2=O)CC1	1	5	6	5	0	2	1	-4	17
CC(=O)OCc1cc(-c2nc3ccccc3[nH]c2=O)nn1-c1ccc(Cl)cc1	4	-7	19	-4	-2	-3	17	2	1
COc1ccc(C(=O)NCC(=O)NCC(=O)OCC(=O)C(C)(C)C)cc1	-1	2	2	-2	0	-1	2	-5	6
CCOC(=O)c1nnn(CC(=O)N2N=C(c3cccc4ccccc34)CC2c2ccccc2)c1C(=O)OCC (stereo not drawn)	-2	7	1	-1	-2	4	22	-13	14
CSc1nc2cc3c(cc2n1C(=O)c1ccc(C)cc1)OCCO3	-1	67*	3[fluorescence artefact?]	88*	1	2	-1	26	15
CCOC(=O)c1sc(CS(=O)(=O)c2ccc(Cl)cc2)nc1C	-11	3	4	-5	2	1	16	3	7
CCN(CC)CCN(Cc1cc2ccc(C)cc2[nH]c1=O)C(=O)NC1CCCCC1	3	-2	-4	-3	3	2	4	-4	9
CCc1ccc(OCC(=O)O/N=C(\N)c2ccccn2)cc1	-2	-3	-1	-7	1	5	18	-2	3
CC(C)c1csc(CN2CCN(CCc3ccccc3)C(CCO)C2)n1 (stereo not drawn)	-4	-2	-1	-12	0	1	20	-3	4
CC(NCC(O)COc1ccc(S(=O)(=O)N2CCOCC2)cc1)c1ccccc1 (stereo not drawn)	0	1	-4	-4	0	4	-12	4	9
CCOC(=O)c1cc(-c2ccccc2)sc1NC(=O)CCN1C(=O)c2ccccc2C1=O	3	5	-15	-13	0	1	2	-7	15
O=S(=O)(NCc1ccco1)c1ccc2c(c1)Cc1ccccc1-2	4	-8	-5[fluorescence artefact?]	-8	2	-1	7	0	-16
CCOC(=O)C(=CNNc1c(C)csc1C(=O)OC)C(=O)OCC	2	5	7	-2	2	6	4	29	4
O=C1CCc2cc(S(=O)(=O)NC(Cc3ccccc3)C(=O)NC3CCCCC3)ccc2N1 (stereo not drawn)	-7	-4	7	0	0	28*	1	15	0
Cn1nc(-c2ccc3c(c2)OCCO3)c2ccccc2c1=O	-2	-2	-1	21	0	2	22	-3	1
O=C(c1ccc(F)cc1)N1CCN(C(=O)c2cccnc2)CC1	-2	0	4[fluorescence artefact?]	-1	3	-2	5	-10	17
CC(Oc1ccc(Cl)cc1Cl)C(=O)NCc1ccncc1 (stereo not drawn)	-7	1	-1	5	-3	1	5	-10	-50
C(#Cc1ccccc1)CN1CCCCC1	-4	-4	-1	-12	1	-4	19	-2	2
Cc1ccnc(NS(=O)(=O)c2cnc(Cl)c(Br)c2)c1	-6	20	6	3	2	-2	0	3	8
COc1cc(S(=O)(=O)N2CCN(C)CC2)c(OC)cc1Cl	1	2	4	16	-1	4	0	28	-4
Cc1ccccc1OCC(=O)Nc1ccccc1N1CCC(C)CC1	-2	-1	1	-3	-2	-2	6	-1	10
CC(=O)Nc1ccc(NC(=O)CSc2nc(C)nc3sc(C)c(C)c23)cc1	-2	-3	10	-11	-1	-1	21	4	3
CCOC(=O)c1c(NC(=O)CSc2nc3ccccc3c(=O)n2-c2ccc(F)cc2)sc(C(C)=O)c1C	-4	6	-11[fluorescence artefact?]	-1	0	-2	2	-7	11
CO/N=C/NC(=O)NOCc1ccc(Cl)cc1Cl	-4	-2	-2[fluorescence artefact?]	-1	1	-3	0	-4	8
Cc1ccc(NC(=O)NNC(=O)c2ccccc2)cc1	1	-8	-3	-6	0	3	18	-9	2
Cc1ccc(N2CCN(S(=O)(=O)N3CCCCCC3)CC2)cc1Cl	0	5	15	2	-2	-2	5	-17	12
CC(=O)c1ccccc1OC(=O)CCN1C(=O)c2ccccc2C1=O	0	-4	-3	-8	0	-2	1	-2	4
CCn1c(=O)n(CC(=O)NCc2ccco2)c(=O)c2ccccc21	-3	0	-3[fluorescence artefact?]	-10	2	-2	1	5	2
CSCC[C@H](NC(=O)Nc1ccccc1C)C(=O)O	0	3	-4	-3	1	4	-18	2	6
COc1cc(OC)c(C2C(C(=O)Nc3ccc(C)cc3C)=C(C)Nc3ncnn32)cc1OC (stereo not drawn)	-4	-2	14	-7	-3	5	6	-3	8
Cc1ccc(CNC(=O)Cn2c(=O)oc3ccccc32)o1	4	2	-3[fluorescence artefact?]	3	-3	-3	2	-9	22
CCCCCn1nc(C(=O)OCC(=O)c2c(N)n(C)c(=O)n(C)c2=O)c2ccccc2c1=O	0	1	-7	6	-5	-3	28	1	6
COc1ccc(/C=C2\CCc3c2nc2ccccc2c3C(=O)O)cc1OC	82	1	1	-2	10	6	-211	1	5
COc1ccccc1CNc1nc(-c2cc(C)n(C)c2C)cs1	-12	3	96*	2	1	0	67*	4	12
Cc1cccc(C(=O)/C=C2/c3ccccc3CC(C)(C)N2C)c1	70	-6	.	-1	-2	3	0	1	4
O=c1c2ccccc2cnn1-c1ccc(Cl)cc1	4	4	4	-16	1	-3	1	3	0
CN(C)C(=O)c1sccc1Oc1ccc(F)cc1[N+](=O)[O-]	0	-3	-1	-14	-1	-3	18	-3	3
Cc1cc2c(NC(=O)Nc3ccc(F)cc3)cccc2nn1	-4	3	2	-1	10	-2	-15	2	9
Cc1occc1C(=O)Nc1sc2c(c1C(N)=O)CCCCC2	-2	-2	-2	-1	2	1	23	3	9
Nc1c(C(=O)Nc2cccc(F)c2)nnn1-c1cccc(C(F)(F)F)c1	2	-8	-3	-2	-1	-1	-14	-24	-2
COc1cc(C(=O)O)c2ccccc2n1	1	-5	-3	-9	0	-1	16	-3	2
COc1ccc2nc(N3C(=O)CC(Cc4ccc(Cl)cc4)C3=O)sc2c1 (stereo not drawn)	0	9	6	3	-1	-2	1	1	22
COc1ccc(C2CC(=O)c3cnc(NC(=O)c4ccccc4)nc3C2)c(OC)c1 (stereo not drawn)	24	-4	-9	1	-3	-1	0	-4	8
C=C(C(=O)c1ccccc1)C(C)C(=C)C(=O)c1ccccc1	-2	10	-13	11	0	1	0	0	16

Next section; the last 6 above are carried over.
SMILES	Runt-SMMHC FRET	FXIa inh	14-3-3 Bad PPI	thrombin 1536	Runt-CBFb FRET	Wee1 stabilizer	Hck Nef HTS	hK5 inh	FXIIa inh 1536
Cc1occc1C(=O)Nc1sc2c(c1C(N)=O)CCCCC2	-2	-2	-2	-1	2	1	23	3	9
Nc1c(C(=O)Nc2cccc(F)c2)nnn1-c1cccc(C(F)(F)F)c1	2	-8	-3	-2	-1	-1	-14	-24	-2
COc1cc(C(=O)O)c2ccccc2n1	1	-5	-3	-9	0	-1	16	-3	2
COc1ccc2nc(N3C(=O)CC(Cc4ccc(Cl)cc4)C3=O)sc2c1 (stereo not drawn)	0	9	6	3	-1	-2	1	1	22
COc1ccc(C2CC(=O)c3cnc(NC(=O)c4ccccc4)nc3C2)c(OC)c1 (stereo not drawn)	24	-4	-9	1	-3	-1	0	-4	8
C=C(C(=O)c1ccccc1)C(C)C(=C)C(=O)c1ccccc1	-2	10	-13	11	0	1	0	0	16
COc1ccc(S(=O)(=O)Nc2ccccc2C(=O)NC(C)(C)C)cc1OC	2	0	8	2	-1	-2	0	-2	16
O=C(CSc1ncnc2ccccc12)Nc1cc(S(=O)(=O)N2CCCCC2)ccc1Cl	2	21	-45	-1	-3	-2	4	-3	28
CCN(CC(=O)Nc1ccc(NC(C)=O)cc1)C(=O)COc1ccc(C(=O)c2ccccc2)cc1	0	-1	5	-9	-4	1	4	-7	4
O=C(Nc1ccccc1)c1cnc2n(c1=O)CCS2	2	0	13	-4	2	-1	19	-4	11
COc1cc(-c2nnc3n(CCc4ccccc4)c(=O)c4ccccc4n23)cc(OC)c1OC	-1	11	-9	2	-2	0	3	-13	18
Cc1cc(C)n(-c2cc(-c3ccccc3)nc(C)n2)n1	0	-12	-2	-2	-4	0	-3	-2	-7
Nn1c(SCC(=O)Nc2nccs2)nncc1=O	-1	-3	-7	-1	0	-1	20	8	11
O=C(NC1=NCCS1)c1ccc(Cl)s1	0	-9	-11	-2	1	0	2	0	-9
CNc1nc(SC)nc(N(C#N)CC(=O)OC)n1	0	0	8[fluorescence artefact?]	-2	1	-2	8	-6	8
COc1ccc(-c2noc(CSc3nnc(-c4ccncc4)n3-c3ccc(F)cc3)n2)cc1OC	2	6	-4	4	0	-1	0	-10	10
C=C(C)C1CC=C(CN2CC(C)OC(C)C2)CC1 (stereo not drawn)	-1	4	57[fluorescence artefact?]	-6	-1	-2	-16	-27	4
CC(C)[C@H](NC(=O)c1ccccc1)C(=O)OCC(=O)NCc1ccc(F)cc1	-1	-4	-11	0	-1	0	-10	-9	1
CCOc1ccccc1N1CCN(C(=O)CC(C)(C)C)CC1	1	-7	-3	-16	-2	2	15	-4	7

Source: PubChem (several laboratories)
